# tim23-1 inh: growth inhibitors of tim23-1 mutant yeast, primary screen, luminescence, uHTS. S. cerevisiae tim23-1 growth, BacTiter-Glo luminescence, 24 h. inhibition, % at 20 µM. 330,000 compounds, 1.3% hits. AID 463212, 2010;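 active = growth inhibition of the mutant yeast at or above 50%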;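 also: temperature-sensitive mutant grown at 25 °C; plate controls were DMSO-treated mutant yeast for no effect and medium wells lacking yeast for full effect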
# APJ ag: agonists of human apelin receptor APJ, primary screen, CHO-K1 cells, PathHunter beta-arrestin, luminescence; P35414; 0% DMSO wells, 100% apelin; activation, % at 20 µM; 330,000 compounds, 0.11% hits; AID 2520, 2010;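 active = activation more than six SD over the plate average, tested at 20 µM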;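 also: 0% = DMSO alone and 100% = apelin-13 at 10 nM; some results filed as inactive read as strong as hits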
#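 Test system: CHO-K1 APJ beta-arrestin complementation cell line | Compound: Single test compound dose, 20 µM final, 1% DMSO | Incubation: Compound 90 min 25 °C, reagent 1 h | Measured by: beta-gal luminescence | Read-out basis: APJ–arrestin association signal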
# CXCR6 inh: CXCR6 receptor inhibitors, primary screen, cell-based, beta-arrestin, luminescence, CHO-K1 PathHunter, 1536-well. 360,000 compounds, 0.36% hits. inhibition, % at 20 µM. AID 602244, 2012. C-X-C chemokine receptor type 6 (Homo sapiens), O00574; in the data active = inhibition above about 34%, passing the limit was not always enough;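 also: antagonist mode with CXCL16 agonist at 10 nM final; 0% = 10 nM CXCL16 with DMSO and 100% = unstimulated wells without agonist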
# UPR CHOP act: activators of apoptotic CHOP UPR arm, primary screen, cell-based, CHO-CHOP luciferase reporter, luminescence, uHTS; UPR activation; percent of tunicamycin response over DMSO baseline; activation, % at 10 µM; 330,000 compounds, 0.34% hits;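 active = at 10 µM dose, activation of 40% or more, normalized to positive control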;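 also: 100% = tunicamycin at 10 µg/mL and 0% = DMSO alone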
#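 Test system: CHO CHOP reporter cells. Input: 500 CHO-CHOP cells per well. Medium: F12 with 10% FBS. Technique: luciferase luminescence. Measure: percent activation relative to tunicamycin control. Dosing: 10 µM compound, 0.5% DMSO. Timing: 16-18 h cell attachment, then 6 h compound exposure, 37 °C.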
# XBP1 UPR activ: activators of adaptive XBP1 UPR arm, primary screen, cell-based, CHO-XBP1 luciferase reporter, luminescence, uHTS. 330,000 compounds, 0.33% hits. IRE1-XBP1 UPR activation; percent of tunicamycin response, DMSO as zero. activation, % at 20 µM;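 active = versus positive control, 20 µM dose yields 30% or more activation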;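 also: 100% = tunicamycin at 10 µg/mL and 0% = DMSO only wells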
#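 Material: CHO cell line with stable XBP1 luciferase reporter; schedule: 16-18 h cell attachment at 37 °C, then 6 h compound exposure; signal: glow luminescence from Steady-Glo reagent; medium: serum-containing F12 medium, 10% FBS; benchmarks: tunicamycin 10 µg/mL and vehicle-only wells; read-out: percent activation relative to tunicamycin reference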
# APJ antag: antagonists of human apelin receptor APJ, primary screen, CHO-K1 cells, beta-arrestin complementation, luminescence; AID 2521, 2010; inhibition, % at 20 µM; 330,000 compounds, 0.32% hits;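 active = inhibition above about 40% at 20 µM, limit read from the data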;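 also: cells challenged with 10 nM apelin-13 agonist together with compound; plate controls were apelin-13 plus DMSO wells for no effect and DMSO wells lacking apelin-13 for full effect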
# CCR6 antagonist: CCR6 receptor antagonists, primary screen, cell-based, CHO-K1, luminescence, beta-arrestin, uHTS. C-C chemokine receptor type 6 (Homo sapiens), P51684. CHO-K1 CCR6 PathHunter beta-arrestin, CCL20-stimulated. inhibition, % at 20 µM. 340,000 compounds, 0.49% hits;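 active = compounds whose inhibition of the agonist-driven luminescence signal at 20 µM reaches about 50%, limit read from the data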;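 also: cells stimulated with CCL20 at 14 nM final; plate controls were DMSO with CCL20 for no effect and DMSO without agonist for full effect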
# Mdm2-MdmX inh: inhibitors of human Mdm2-MdmX association, primary screen, cell-based, luminescence, split luciferase, SaOS-2, uHTS; 330,000 compounds, 3% hits; inhibition, % at 8 µM; AID 485346, 2010; SaOS-2 split-luciferase Mdm2/MdmX complementation; Protein Mdm4 (Homo sapiens) + E3 ubiquitin-protein ligase Mdm2 (Homo sapiens), …;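 active = inhibition of at least 50% at 8 µM in the primary screen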
# Target sequence (O15151 whole entry, looked up): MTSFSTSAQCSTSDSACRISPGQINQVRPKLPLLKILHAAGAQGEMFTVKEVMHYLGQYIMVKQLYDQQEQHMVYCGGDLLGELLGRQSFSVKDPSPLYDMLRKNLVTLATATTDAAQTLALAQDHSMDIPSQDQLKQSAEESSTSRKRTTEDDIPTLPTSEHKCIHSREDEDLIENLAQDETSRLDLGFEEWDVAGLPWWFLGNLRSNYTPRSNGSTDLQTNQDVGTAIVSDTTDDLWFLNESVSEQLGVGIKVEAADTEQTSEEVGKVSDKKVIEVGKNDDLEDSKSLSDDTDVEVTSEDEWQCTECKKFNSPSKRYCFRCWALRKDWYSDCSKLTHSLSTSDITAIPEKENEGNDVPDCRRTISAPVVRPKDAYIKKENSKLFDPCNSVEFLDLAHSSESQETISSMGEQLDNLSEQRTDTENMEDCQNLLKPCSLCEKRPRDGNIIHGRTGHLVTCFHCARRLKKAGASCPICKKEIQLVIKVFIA
# Target sequence (Q00987 whole entry, looked up): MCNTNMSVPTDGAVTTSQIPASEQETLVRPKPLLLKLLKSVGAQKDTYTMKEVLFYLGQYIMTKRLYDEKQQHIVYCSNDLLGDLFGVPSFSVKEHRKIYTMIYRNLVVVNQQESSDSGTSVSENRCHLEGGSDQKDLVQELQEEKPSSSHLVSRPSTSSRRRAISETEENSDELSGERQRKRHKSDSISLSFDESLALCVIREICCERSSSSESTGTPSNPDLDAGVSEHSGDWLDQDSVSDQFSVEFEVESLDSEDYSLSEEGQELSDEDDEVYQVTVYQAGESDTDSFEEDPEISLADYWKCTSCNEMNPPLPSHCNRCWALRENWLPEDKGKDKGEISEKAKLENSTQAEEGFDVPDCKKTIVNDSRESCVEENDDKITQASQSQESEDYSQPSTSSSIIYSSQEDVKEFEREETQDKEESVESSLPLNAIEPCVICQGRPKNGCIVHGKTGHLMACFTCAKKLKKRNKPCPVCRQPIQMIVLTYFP
# EBI2 antag: EBI2 receptor antagonists, beta-arrestin recruitment, primary screen, cell-based, luminescence, 7a,25-OHC stimulation, uHTS; G-protein coupled receptor 183 (Homo sapiens), P32249; 7a,25-OHC stimulated; inhibition, % at 5 µM; 360,000 compounds, 0.81% hits; AID 651636, 2012; in the data active = inhibition above about 38%;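 also: enzyme fragment complementation signal reports receptor beta-arrestin coupling in cells; 0% = agonist plus DMSO wells and 100% = wells without agonist; some results beyond the cut were filed as inactive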
# * marks the source's active call; other numbers are inactive results; · = no result given. An excerpt; count on the stated rates, not on these rows.
entry | SMILES | tim23-1 inh | APJ ag | CXCR6 inh | UPR CHOP act | XBP1 UPR activ | APJ antag | CCR6 antagonist | Mdm2-MdmX inh | EBI2 antag
1 | CCN(CC1COc2ccccc2O1)C(=S)Nc1ccc(F)cc1 (stereo not given) | 47 | -2 | 3 | 1.4 | 0 | 12 | -1 | 0 | 6
2 | O=C(CCc1nc(-c2ccccc2)no1)NCc1ccccc1CN1CCOCC1 | 2 | -2 | -2 | 0.0 | -1 | 4 | 1 | -30 | -6
3 | Cc1ccc(NC(=O)CNc2ccc(OC(C)C)cc2)c(C)c1 | 23 | -1 | -4 | -0.4 | 2 | 3 | 5 | -14 | 3
4 | COc1ccc(C(=O)Nc2cccnc2)cc1C(=O)Nc1cccnc1 | 17 | -3 | -9 | -0.9 | -7 | 4 | -3 | -11 | -5
5 | CCO/C(C)=N/n1c2nc3ccccc3nc2c2c(=O)n(CC(C)C)c(C)nc21 | 11 | -1 | 3 | 1.3 | -1 | 4 | -3 | 2 | -1
6 | COc1ccc(NC(=O)c2ccccc2NC(=O)c2ccco2)cc1 | -9 | -3 | -3 | -0.2 | 4 | 18 | 12 | 22 | -12
7 | CCOc1ccc(CCNC(=O)c2cccs2)cc1OCC | 10 | -1 | -1 | -0.6 | -2 | 1 | -2 | 26 | -5
8 | CCN(CC)c1ccc(NS(=O)(=O)c2cn(C)c(=O)n(C)c2=O)c(C)c1 | -3 | -5 | -7 | 1.7 | -1 | -20 | 7 | 13 | -6
9 | Cc1ccccc1NC(=O)c1ccc(CN2CC(=O)N3CCCCC3C2=O)cc1 (stereo not given) | 12 | -2 | -3 | -0.3 | -2 | 2 | -3 | 16 | 10
10 | CCC(=O)N1CC2(CC(c3cccc(NC(=O)CC(c4ccccc4)c4ccccc4)c3)=NO2)C[C@H]1C(N)=O (stereo not given in full) | 14 | -1 | -2 | 1.1 | 2 | 11 | 1 | -2 | -2
11 | COc1cc(OC)c(C(=O)NNC(=O)CN(C)S(=O)(=O)c2ccc(Cl)cc2)cc1OC | -8 | 7 | -2 | -0.4 | -4 | 10 | 9 | -12 | -1
12 | NC(=O)CSc1nc2ccccc2n1Cc1ccccc1F | 5 | -2 | 8 | -2.2 | 1 | -10 | 10 | 25 | 1
13 | Cc1cccc(N(C)S(=O)(=O)c2cc3c(cc2C)n(C)c(=O)c(=O)n3C)c1 | 2 | -2 | 5 | -0.4 | -4 | 22 | 5 | -15 | 9
14 | Cc1cc(-n2c(C)cc(C(=O)CSc3nncn3C(C)C)c2C)no1 | -1 | -7 | 4 | 0.7 | 0 | 2 | 7 | 23 | -1
15 | COc1ccc(-n2nc(C(=O)NCC(=O)N3CCC(C(N)=O)CC3)c3ccccc3c2=O)cc1 | 3 | -4 | 0 | -0.6 | -3 | 10 | 8 | 13 | -19
16 | O=C1NC(=O)/C(=C/c2ccc(O)cc2)S1 | 10 | -1 | 6 | -0.3 | 5 | -9 | 2 | -14 | -4
17 | CCC(CO)NC(=O)c1ccc(-c2nn(C)c(=O)c3ccccc23)cc1 (stereo not given) | 12 | 1 | 3 | -2.0 | 2 | 50* | -6 | 17 | -3
18 | Cc1ccccc1NC(=O)Cc1c(O)c2ccccc2[nH]c1=O | 19 | 0 | 0 | -0.3 | -3 | 17 | -4 | -1 | -11
19 | Cc1nn(CCc2nn[nH]n2)c2nc(-c3ccc(Br)cc3)cc(C(F)(F)F)c12 | 1 | -1 | 4 | -2.2 | 1 | 4 | 6 | 20 | -6
20 | Cc1nc(NS(=O)(=O)c2ccc(Br)cc2)c2c3c(sc2n1)CCC3 | 32 | -4 | 2 | -0.7 | 2 | 11 | 24 | 13 | 1
21 | CC1CCN(c2nc3ccccn3c(=O)c2C=O)CC1 | 11 | -2 | 10 | 2.1 | -3 | 7 | 19 | 9 | -16
22 | Cc1cc(C)c(NS(=O)(=O)c2ccc3c(c2)NC(=O)CC(=O)N3)c(C)c1 | 6 | -4 | -16 | -0.5 | -2 | 12 | -3 | -1 | -12
23 | O=C(CNC(=O)C(c1ccccc1)c1ccccc1)N/N=C/c1cccnc1 | 6 | -1 | -6 | 0.3 | 0 | 5 | 5 | 14 | 12
24 | CCOc1ccccc1C1C(C(N)=O)=C(C)Nc2nc(-c3ccccc3Cl)nn21 (stereo not given) | 4 | 6 | 11 | 1.5 | 0 | -1 | 10 | 6 | -8
25 | CCOc1ccc(S(=O)(=O)N(CC(=O)N2CCC(C(N)=O)CC2)c2ccc(F)cc2)cc1 | 5 | -1 | 0 | -0.3 | -3 | -37 | 5 | 9 | 4
26 | O=C(CSc1nnnn1-c1ccc(O)cc1)NC1CCCCC1 | -1 | -4 | 7 | 0.3 | -2 | -3 | 1 | 18 | 1
27 | C=CCC(CC=C)(NC(=O)c1ccccc1C(=O)O)c1ccccc1 | -5 | 0 | -9 | 0.9 | -3 | -4 | -1 | 0 | 1
28 | CCOc1ccc(NC(=O)C(=O)NCCN2CCN(S(=O)(=O)c3ccccc3)CC2)cc1 | 6 | -1 | -1 | 0.4 | -4 | 7 | -18 | -6 | -12
29 | O=C(O)Cc1ccc(S(=O)(=O)N2CCCC2)s1 | 7 | -1 | 0 | -0.2 | -4 | -5 | 5 | -3 | 2
30 | N#Cc1cccn1-c1nccc(-c2cccs2)n1 | 25 | 0 | -8 | 1.8 | 0 | -1 | 2 | -19 | -7
31 | COc1ccc(OC)c(NC(=O)CCNS(=O)(=O)c2cc(Br)cnc2N)c1 | 13 | -5 | -3 | -0.2 | -2 | -18 | 16 | 3 | -1
32 | O=C(CNC(=O)C1CC(=O)N(c2cccc3ccccc23)C1)Nc1ccccc1Br (stereo not given) | 4 | -1 | -9 | -2.1 | 0 | -15 | 15 | -30 | 0
33 | Cc1cc(OCC(=O)Nc2ccncc2)cc(C)c1Br | -38 | 4 | -21 | 4.3 | 1 | 2 | -10 | -4 | 3
34 | CC(=O)NCc1ccc(S(=O)(=O)NC2CCN(Cc3ccccc3)CC2)cc1 | -1 | -3 | · | -2.0 | 3 | 17 | 7 | 9 | ·
35 | CC(C)(C)c1ccc(N2C(=O)Cc3c2nc(N)c(C#N)c3N)cc1 | 30 | -3 | 12 | 7.8 | 0 | 2 | -15 | 20 | 0
36 | COc1ccc(S(=O)(=O)NCCc2csc(C)n2)cc1C | 5 | -3 | -6 | -1.2 | -3 | 12 | 8 | -20 | -2
37 | O=C(COC(=O)c1cc([N+](=O)[O-])ccc1N1CCOCC1)NCCc1ccccc1 | 0 | 1 | -6 | 0.7 | 2 | 10 | 7 | 4 | 2
38 | CCc1ccc(S(=O)(=O)Nc2ccc(-c3ccc4nnc(C)n4n3)cc2)s1 | 13 | 5 | -1 | 1.4 | 5 | 10 | 3 | 14 | 2
39 | COc1ccccc1N1CCN(S(=O)(=O)c2cccs2)CC1 | 23 | -4 | 1 | 0.2 | 1 | 14 | -19 | 15 | -2
40 | COC(=O)c1ccc(C2Nc3cccc4cccc(c34)N2)cc1 | 4 | -2 | 14 | 0.4 | -3 | -9 | -2 | 18 | -12
41 | O=C(N/N=C/c1ccc([N+](=O)[O-])o1)C1CC1 | 25 | 1 | -12 | -0.7 | 0 | -28 | -14 | 12 | 1
42 | CCOc1cc(CNCc2ccccn2)cc(Cl)c1OC | -1 | -3 | -9 | 1.3 | 3 | 2 | 6 | -1 | -8
43 | CC(=O)Nc1ccc(NC(=O)CSc2nc3nc(C)cc(C)c3c(=O)[nH]2)cc1 | 8 | -2 | -2 | 0.1 | -3 | 16 | 11 | 2 | -8
44 | CCOC(=O)CSc1nnc(Cn2c(=O)sc3ccccc32)n1C | 18 | -3 | 0 | 0.2 | -1 | 13 | 0 | 5 | -6

# Screening results (PubChem BioAssay)
